PERK inhibitor – blocks human PERK kinase | Q9NZJ5 | CHO PERK-DD fusion, SEAP luminescence translation reporter | inhibition, % at 5.6 µM | hit rate 0.17% among 220,000 | AID 1416;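 active = inhibition above the mean inhibition of all tested compounds plus 3 SD, set separately per screening campaign, cut at about 2.9% in these data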;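 note: PERK kinase domain activated by AP20187 dimerizer at 100 nM; 0% = DMSO with dimerizer and 100% = rapamycin at 8.4 µM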
S1P4 ag – activates the human S1P4 receptor; S1P4-expressing cell line, agonist reporter assay; O95977; activation, % at 4.98 µM; hit rate 0.35% among 220,000; in the data active = activation above about 11%;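 note: 0% = DMSO vehicle and 100% = reference agonist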
Target sequence (O95977 whole entry, looked up): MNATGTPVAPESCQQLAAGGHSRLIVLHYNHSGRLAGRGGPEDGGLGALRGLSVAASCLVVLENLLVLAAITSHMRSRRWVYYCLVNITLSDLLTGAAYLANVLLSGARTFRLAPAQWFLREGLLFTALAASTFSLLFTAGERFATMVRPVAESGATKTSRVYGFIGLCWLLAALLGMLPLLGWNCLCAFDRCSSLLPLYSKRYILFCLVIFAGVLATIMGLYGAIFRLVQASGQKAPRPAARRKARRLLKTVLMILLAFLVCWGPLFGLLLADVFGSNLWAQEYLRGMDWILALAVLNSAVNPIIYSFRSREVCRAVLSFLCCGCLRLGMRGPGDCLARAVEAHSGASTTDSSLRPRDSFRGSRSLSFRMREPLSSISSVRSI
eIF4E-4G inh – eIF4E/eIF4G interaction inhibition in translation initiation; P63073+Q04637; TR-FRET eIF4E-eIF4GI(517-606) binding, 2 h; inhibition, % at 21.7 µM; hit rate 0.37% among 220,000;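 active = inhibition above about 30%, limit read from the data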;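 note: 0% = full FRET control wells and 100% = background wells lacking eIF4GI fragment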
NPY2 pot ag – potentiates or activates human NPY-Y2 receptor | activation, % at 3.6 µM | hit rate 0.45% among 220,000 | cells expressing NPY-Y2, potentiator/agonist read-out | P49146; in the data active = activation above about 27%;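 note: cells stimulated with NPY near EC25 plus isoproterenol at EC100; 0% = vehicle plus submaximal agonist and 100% = vehicle plus saturating agonist; some results beyond the cut were filed as inactive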
MDM2 E3 inh – blocks human Mdm2 ubiquitin ligase activity | Q00987 | hit rate 0.11% among 210,000 | AID 1230 | signal enhancement, % at 5 µM | cell-based MDM2 ubiquitination luciferase reporter, 2 h; 0 = plate control, 100 = twice control, blank-subtracted;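 active = signal enhancement of 30% or more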;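 note: luminescence tracks abundance of the self-degrading MDM2-luciferase fusion protein; higher signal means inhibition of MDM2 E3 ligase activity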
Target sequence (Q00987 whole entry, looked up, the tested form may be a part): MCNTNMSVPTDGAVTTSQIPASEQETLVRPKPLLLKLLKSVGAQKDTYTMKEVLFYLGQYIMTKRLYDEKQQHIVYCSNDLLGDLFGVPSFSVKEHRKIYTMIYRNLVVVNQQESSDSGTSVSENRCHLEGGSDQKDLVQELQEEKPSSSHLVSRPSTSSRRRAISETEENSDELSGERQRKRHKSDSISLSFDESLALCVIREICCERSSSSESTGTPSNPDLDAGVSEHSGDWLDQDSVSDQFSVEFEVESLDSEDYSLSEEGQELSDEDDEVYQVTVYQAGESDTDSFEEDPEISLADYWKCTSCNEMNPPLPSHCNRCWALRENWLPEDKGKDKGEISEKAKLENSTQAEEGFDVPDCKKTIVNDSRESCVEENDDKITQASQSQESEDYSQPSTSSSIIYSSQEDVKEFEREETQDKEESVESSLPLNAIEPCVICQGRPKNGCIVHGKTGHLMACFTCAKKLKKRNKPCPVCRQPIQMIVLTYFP
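Timing – 2 h compound exposure at 37 °C · Assay system – mammalian cells stably expressing self-ubiquitinating, self-degrading MDM2 E3–luciferase fusion · Amount – 2000 cells seeded into each well · Measure – % luminescence enhancement versus blank-corrected plate control mean · Measured by – SteadyLite luminescence, 15 min reagent step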
BaF3 tox – counter-screen for JAK2V617F inhibitors: parental Ba/F3 viability inhibitors; CellTiter-Glo ATP luminescence; inhibition, % at 5.6 µM; hit rate 1.1% among 220,000; AID 1486;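 active = inhibition above a per-campaign cutoff, the mean inhibition of all tested compounds plus 3 SD, cut at about 27% in these data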;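 note: 0% = DMSO wells and 100% = JAK Inhibitor I control wells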
Ba/F3 V617F tox – lowers viability of Ba/F3 cells expressing EpoR and JAK2V617F; inhibition, % at 5.6 µM; hit rate 1.1% among 220,000; ATP luminescence;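 active = inhibition above the campaign mean plus 3 SD over all tested compounds, cut at about 24% in these data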;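 note: cytokine-independent growth of Ba/F3 cells driven by EpoR plus mutant JAK2; 0% = DMSO-treated cells and 100% = JAK inhibitor I control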
S1P4 antag – antagonists of human S1P4 receptor | O95977 | inhibition, % at 4.98 µM | S1P4-expressing cells, antagonist mode, reporter read-out | hit rate 0.26% among 220,000; in the data active = inhibition above about 29%;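 note: 0% = wells stimulated with agonist and 100% = vehicle wells without agonist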
Wee1 stabilizer – inhibitors of human Wee1 degradation; HeLa Luc-Wee1K328M stability, luciferase luminescence; 100% = proteasome inhibitor MG132 effect; reporter increase, % at 5 µM; hit rate 1.2% among 220,000;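 active = activation above the mean of all tested compounds plus 3 SD, set per screening run, cut at about 8.8% in these data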;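 note: cells exposed to compound for 20 h before luminescence read; 0% = DMSO alone and 100% = MG132 at 30 µM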
The depositor's hits bear a star; nt = not tested or not shown; [ ] = another dose, or the depositor's remark.

SMILES | PERK inhibitor | S1P4 ag | eIF4E-4G inh | NPY2 pot ag | MDM2 E3 inh | BaF3 tox | Ba/F3 V617F tox | S1P4 antag | Wee1 stabilizer
CCN1CCN(C(=O)CN(c2cc(OC)ccc2OC)S(C)(=O)=O)CC1 | 0.2 | -1.7 | 1 | -7 | -22 | -1 | 1 | -14 | -2
CCCCSc1nc(O)c(Cc2ccccc2)c(=O)[nH]1 | -0.3 | 2.7 | -6 | 14 | -8 | 6 | 0 | -4 | 0
c1ccc(-c2csc3nnc(SCc4ccc5c(c4)OCCO5)n23)cc1 | -0.7 | 0.3 | 7 | 14 | nt | 1 | 3 | -4 | 0
S=C1Nc2ccccc2Sc2ccc(Cl)cc21 | -0.7 | 0.8 | -18[fluorescence artefact?] | 10 | -85 | 3 | 3 | -39 | -4
Cc1nnc(NC(=O)NC(C)N2C(=O)C3C4C=CC(C4)C3C2=O)s1 (stereo not drawn) | 0.3 | -1.5 | -4 | 3 | -10 | 4 | -1 | -14 | -4
COc1ccc(Nc2nc(N)nc(CSC(=S)N3CCOCC3)n2)cc1 | -0.1 | -1.6 | 0 | -2 | -6 | 3 | -2 | 10 | -3
Cc1cccc(NC(=O)CCOc2ccccc2)c1 | -0.3 | 3.1 | -4 | -21 | 2 | 5 | -1 | 9 | 1
CC1=NN(C(=O)CCc2ccccc2O)C(O)(C(F)(F)F)C1 (stereo not drawn) | 0.7 | 6.2 | 5 | -7 | -8 | 1 | -8 | -14 | -1
Cc1ccc(C2=NNC(=O)C(P(=O)(c3ccccc3)c3ccccc3)C2)cc1 (stereo not drawn) | -0.6 | 1.0 | 0 | 14 | 22 | 0 | -2 | 0 | 2
COc1ccc2nc(SCC(=O)NCC(F)(F)F)[nH]c2c1 | 0.4 | 0.9 | -3 | 0 | 2 | 5 | 1 | -3 | 1
O=C(O)CCCCCn1c(SCC(=O)c2ccc(O)c(O)c2)nc2ccsc2c1=O | -0.1 | 0.2 | 10 | -3 | 2 | 0 | 1 | 0 | 0
CCOC(=O)CN1C(=O)C2(OCCCO2)c2ccccc21 | 0.7 | 1.4 | -1[fluorescence artefact?] | 2 | -12 | 3 | -7 | -6 | 1
Cc1ccc(CN=C2Nc3ccccc3CS2)cc1 | 0.3 | 1.0 | -3 | -23 | -14 | 7 | 1 | 6 | -1
O=c1c(Cc2ccc(F)cc2)c(O)ccn1Cc1cccc(Cl)c1 | -0.8 | -1.9 | 4 | -8 | -9 | 1 | -5 | -5 | -1
Cc1cccc(C2NC(=O)c3c(sc(C)c3C)N2)c1O (stereo not drawn) | 0.3 | 2.5 | -3 | 16 | -21 | -1 | -4 | 2 | -1
Cc1cc(C)nc(N/N=C/c2ccc(Cl)cc2)n1 | -0.4 | 0.9 | -2 | -9 | -22 | -5 | 2 | 9 | -2
CCCN(CCC)S(=O)(=O)c1ccc(C(=O)Nc2cc3oc4ccccc4c3cc2OC)cc1 | 0.6 | 0.3 | 10 | 3 | 7 | 4 | 1 | -12 | 5
O=C(Cn1c(CN2CCCCC2)nc2ccccc2c1=O)NCc1ccco1 | -1.3 | -1.3 | 1 | -10 | -13 | 1 | 0 | -12 | -1
Nc1nc(NCC2CCCO2)nc(Nc2ccccc2F)c1[N+](=O)[O-] (stereo not drawn) | -0.1 | 0.4 | -2 | 12 | 2 | -3 | 0 | -1 | 2
O=C(NN=C1C2CC3CC(C2)CC1C3)c1cc(Cl)ccc1O | 1.2 | 1.5 | -3 | -4 | 0 | -2 | -2 | -8 | 4
CC(=O)Nc1ccc(S(=O)(=O)N2CCSC2C(=O)O)cc1 (stereo not drawn) | 1.3 | 0.0 | -5 | 2 | -19 | 7 | 0 | -3 | -2
CC(C)(C)n1cnc2cc(NS(=O)(=O)c3ccc(Br)cc3)ccc21 | -1.0 | 0.2 | -3 | 21 | -12 | 11 | 0 | -3 | -1
O=c1nc2cccc3c2=c(/c1=C(\O)c1ccccc1)c1ccccc1c3=O | 0.3 | -1.0 | 5 | 14 | -8 | 1 | -3 | -5 | -2
CC1CN(c2ncnc3c2c(-c2ccccc2)cn3-c2ccc(F)cc2)CC(C)O1 (stereo not drawn) | 0.3 | 0.0 | -1 | -5 | -31 | 7 | 3 | -9 | 2
O=C(Nc1nc2ccccc2n1CCN1CCCCC1)c1ccco1 | -0.1 | -0.1 | 3 | -8 | -6 | -1 | -2 | -2 | -1

3 compounds from above, sorted by heavy-atom count, falling:
SMILES | PERK inhibitor | S1P4 ag | eIF4E-4G inh | NPY2 pot ag | MDM2 E3 inh | BaF3 tox | Ba/F3 V617F tox | S1P4 antag | Wee1 stabilizer
COc1ccc(Nc2nc(N)nc(CSC(=S)N3CCOCC3)n2)cc1 | -0.1 | -1.6 | 0 | -2 | -6 | 3 | -2 | 10 | -3
Nc1nc(NCC2CCCO2)nc(Nc2ccccc2F)c1[N+](=O)[O-] (stereo not drawn) | -0.1 | 0.4 | -2 | 12 | 2 | -3 | 0 | -1 | 2
O=c1c(Cc2ccc(F)cc2)c(O)ccn1Cc1cccc(Cl)c1 | -0.8 | -1.9 | 4 | -8 | -9 | 1 | -5 | -5 | -1

(further entries)
SMILES | PERK inhibitor | S1P4 ag | eIF4E-4G inh | NPY2 pot ag | MDM2 E3 inh | BaF3 tox | Ba/F3 V617F tox | S1P4 antag | Wee1 stabilizer
CCN(CC)c1ccc(/C=C2\CCC(/C=C(\C#N)C(=O)Nc3ccccc3F)=C2N2CCOCC2)cc1 | 0.7 | -0.3 | 1 | -4 | -10 | 0 | 0 | -9 | -4
NC(=O)Nc1ccc(F)cc1 | 1.1 | -0.1 | 3 | 14 | -6 | 2 | -1 | 2 | 2
CCN1C(=O)C(CC(=O)Nc2ccc(OC)cc2)N(Cc2ccc3c(c2)OCO3)C1=S (stereo not drawn) | -0.5 | -1.8 | -4[fluorescence artefact?] | -2 | -16 | 8 | 1 | -17 | 3
COc1ccc(F)cc1S(=O)(=O)Nc1cccc(C(=O)O)c1 | 0.2 | 2.8 | 13 | -9 | 19 | 7 | 2 | -18 | -2
COCCCNC(=O)/C(C#N)=c1\s/c(=C\c2ccccc2OC(F)F)c(=O)n1CCCOC | 0.2 | -0.1 | 3 | 8 | 5 | 6 | -3 | -13 | 4
COc1ccc2c3c1O[C@H]1C[C@@H](O)C=C[C@@]31CCN(C)C2 | 1.3 | 0.7 | 0 | 4 | nt | -9 | -3 | -3 | 1
O=C(CC1CS(=O)(=O)CC1CC(=O)Oc1ccccc1F)Oc1ccccc1F (stereo not drawn) | -0.1 | 1.2 | -1 | 0 | -20 | 7 | 6 | -6 | -2
COc1ccccc1NC(=O)c1ccc(CS(=O)(=O)c2ccc(C)cc2)cc1 | 0.4 | -2.0 | 1 | -10 | -15 | 10 | 5 | -10 | -2
CC1Cc2ccccc2N1C(=O)CSc1nnc(-c2ccc(S(=O)(=O)N3CCOCC3)cc2)n1C (stereo not drawn) | -0.2 | 1.8 | 7[fluorescence artefact?] | -1 | -7 | 7 | 0 | -11 | 1
N=C1/C(=C/c2ccc(OC(=O)c3ccco3)cc2)C(=O)N=C2SC=CN12 | 0.0 | -1.5 | 4 | 3 | -2 | 1 | 2 | 5 | -1
N#Cc1ccccc1OCCCNC1CCCC1 | 1.3 | 2.1 | -5 | -9 | -16 | 6 | 2 | 0 | 6
O=C(CSc1nnc(Cc2cccs2)n1-c1ccccc1)NCc1ccc2c(c1)OCO2 | -1.2 | 1.8 | -2 | -13 | -4 | 0 | -2 | -10 | 0
CC(=O)c1ccc(OCCCC(=O)Nc2ccc(C)c(S(=O)(=O)N(C)C)c2)cc1 | -0.2 | -2.5 | -2[fluorescence artefact?] | 0 | -10 | 2 | -1 | -5 | -1
Cc1ccc(-c2nnc(-n3nnc4ccccc43)c3ccccc23)cc1 | -0.2 | -1.7 | 3 | 6 | 9 | 8 | 5 | 0 | 0
Cc1cc(NC(=O)CN2CCC(O)(c3cccc(F)c3)CC2)no1 | 2.0 | -0.7 | -3[fluorescence artefact?] | 0 | -1 | 6 | 1 | -4 | -2
O=C(O)COc1ccccc1C(Nc1cccnc1)c1cc(Cl)c2cccnc2c1O (stereo not drawn) | 1.7 | 1.6 | 27 | 2 | -13 | 6 | 3 | -14 | 1
COC(=O)Cc1cc(=O)[nH]c(Nc2nc3ccccc3o2)n1 | -0.8 | -5.8 | 3 | 9 | -9 | 1 | -8 | -20 | 2
Cc1c(-c2ccccn2)c(=O)[nH]n1-c1ccc(F)cc1 | 1.1 | -1.1 | 6 | -20 | -27 | 12 | 9 | 12 | 0
Nc1nc(SCC(=O)Nc2cccnc2Cl)n[nH]1 | 0.4 | 0.5 | 6 | -1 | -6 | 1 | -2 | -32 | -2
COc1ccc(C(=O)N(CN2CCCC2=O)c2nccs2)cc1OC | 0.1 | 3.1 | -5[fluorescence artefact?] | -4 | -8 | 3 | -1 | -5 | 2
CC(C)c1nc2ccc(NC(=O)C3CCCCC3)cc2[nH]1 | -0.1 | -2.7 | -4 | 8 | nt | 2 | -3 | -9 | 1
O=C(CSc1nc2nc(-c3cccs3)cc(C(F)(F)F)c2c(=O)[nH]1)Nc1ccc(F)c(F)c1 | 0.4 | 2.3 | 20 | 9 | -14 | 3 | 1 | -14 | 2
COc1ccc(CCNC(=O)C(=O)NCC2OCCN2S(=O)(=O)c2ccc(Br)cc2)cc1OC (stereo not drawn) | -0.3 | 0.4 | 6[fluorescence artefact?] | 7 | 6 | 3 | 0 | -24 | -2
COc1cccc(OC)c1OCCCN1CCOCC1 | 1.0 | -2.7 | 0 | 4 | 8 | 5 | 0 | -21 | -1
Cn1c(SCC(=O)NCc2ccc3c(c2)OCO3)nc2scc(-c3cccs3)c2c1=O | 1.1 | -0.8 | -6 | -1 | -10 | 4 | 1 | 8 | -4

(continued)
SMILES | PERK inhibitor | S1P4 ag | eIF4E-4G inh | NPY2 pot ag | MDM2 E3 inh | BaF3 tox | Ba/F3 V617F tox | S1P4 antag | Wee1 stabilizer
CCOc1ccccc1C(=O)NCC(=O)OCc1c(C)noc1C | -0.1 | -0.4 | 0 | 6 | 2 | 7 | 1 | -12 | -2
O=C(CC1COc2ccccc2O1)NC1CCCCC1 (stereo not drawn) | 0.5 | -1.2 | 4 | -1 | -7 | 7 | 4 | 7 | -1
CCOC(=O)C1CCN(Cc2cc(=O)n3c(-c4ccccc4)csc3n2)CC1 | 0.6 | 1.5 | 1 | -6 | -74 | 5 | 1 | -3 | 2
Cc1cccc(NC(=O)Cn2c(/C=C/c3ccccc3)nc3ccccc32)c1 | -0.3 | -2.5 | 3 | -12 | -13 | 9 | 4 | 13 | -2
O=C(Nc1ccc(N2CCCC2)c(Cl)c1)c1ccc([N+](=O)[O-])cc1 | -0.4 | -2.8 | -5 | -8 | nt | 2 | -2 | -2 | 1
O=C(NC(=O)c1ccc(Cl)cc1)Nc1cc(N2CCCCC2)ncn1 | 1.4 | 0.3 | nt | 4 | nt | -1 | -3 | -37 | -2
CCNC(=O)NC(=O)C(C)OC(=O)c1cc(S(=O)(=O)N2CCCCCC2)ccc1OC (stereo not drawn) | -0.9 | -0.2 | -15[fluorescence artefact?] | 11 | -9 | 4 | -3 | 4 | 2
CCN=C1S/C(=C\c2cn(C(C)=O)nc2-c2ccccc2)C(=O)N1CC | -1.4 | 2.1 | -4 | -5 | -7 | 4 | 1 | -13 | -1
CS(=O)(=O)NCCNc1ccc(C(F)(F)F)cc1[N+](=O)[O-] | -0.5 | 0.4 | 0 | -7 | -16 | 11 | 0 | -19 | 1

Assay outcomes: PubChem BioAssay, several laboratories
